Assay outcomes from PubChem.
MKP-3 inhibition: MKP-3 phosphatase inhibitors, primary screen, biochemical, rat enzyme, in vitro (AID 425) | recombinant MKP-3 phosphatase activity, fluorescence; higher % means a stronger effect | one-dose inhibition, % at 20 µM; IC50 in µM for titrated hits | hit rate 0.17% among 110,000; in the data active = inhibition above about 50%;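 note: plate controls were vehicle for no effect and reference inhibitor for full effect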
Hsp70 displacement: small molecules displacing fluorescent ligand from Hsp70 – biochemical, fluorescence polarization, primary screen (AID 583). Hsp70 fluorescence polarization probe displacement, mP; higher % means a stronger effect. displacement, % at 20 µM; hits with a dose series show IC50 in µM. hit rate 0.06% among 140,000; in the data active = displacement above about 50%;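 note: plate controls were vehicle for no effect and reference ligand for full effect; a part of the inactive calls stands beside numbers as strong as those of hits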
The depositor's hits bear a star; / = not tested or not shown; & = joins results of further samples. This is a subset; count on the stated rates, not on these rows.

Every second line gives: MKP-3 inhibition, Hsp70 displacement
> Cc1ccc(NC(=O)c2cc(NC(=O)c3ccco3)ccc2N2CCOCC2)cc1
  -6.6%, /
> OCCNCCCCOc1ccccc1Cl
  0.0%, 7.4%
> CCC(=O)Oc1cc2c(C(=O)OC)c(C)oc2cc1Br
  2.6%, -2.6%
> Cc1nnc2c3cnn(-c4ccc(Cl)cc4)c3ncn12
  -4.8%, 3.0%
> CC1CCCCN1C(=O)Cc1ccc(F)cc1 (stereo not given)
  -6.6%, 1.1%
> COc1cccc(C(=O)N2CCN(C(=O)c3cccc4ccccc34)CC2)c1OC
  -7.5%, 7.4%
> CC(C)c1ccc(C2/C(=C(\O)c3ccccc3)C(=O)C(=O)N2CCN(C)C)cc1 (stereo not given)
  0.3%, 0.6%
> O=C(c1cccn2c(=O)c3cc(Br)ccc3nc12)N1CCN(c2ccccn2)CC1
  1.1%, -1.1%
> COC(=O)c1[nH]c2ccc(Br)cc2c1NC(=O)C(C)N1CCN(C2CCCCC2)CC1 (stereo not given)
  3.6%, -3.9%
> O=S(=O)(/N=C/c1ccc(Br)cc1)c1cccs1
  1.1%, 4.1%
> CCN1C(=O)CC(N2CCN(c3ccc(OC)cc3)CC2)C1=O (stereo not given)
  18.4%, 6.8%
> O=S(=O)(NCc1ccc2c(c1)OCO2)c1ccc2c(c1)oc1ccccc12
  -13.4%, -1.4%
> CC1(C)CC(=O)C2=C(C1)c1c(ccc3ccccc13)NC2c1cc2c(cc1Cl)OCO2 (stereo not given)
  -2.2%, -1.3%
> CCN(CC)C(=O)CSc1nnc([C@H](Cc2c[nH]c3ccccc23)NC(=O)OC(C)(C)C)o1
  -12.6%, -1.0%
> CCCN1C(=O)c2ccc(C(=O)NC3=NCCS3)cc2C1=O
  -7.1%, -0.7%
> CC(c1ccccc1)n1cc(C(=O)NCC2CCCO2)nn1 (stereo not given)
  -2.7%, 2.7%
> Cc1ccc(/C(O)=C(\C#N)c2nc3ccccc3[nH]2)cc1
  5.3%, -8.0%
> O=c1ccnc(SCc2ccccc2Cl)[nH]1
  -16.4%, 3.7%
> Cc1ccc(C(=O)N2CCC(C)CC2)cc1C
  /, -0.8%
> Nc1ccc(C(O)(C(F)(F)F)C(F)(F)F)cc1
  /, 2.7%
> O=C1CCCN1c1ccc(CNS(=O)(=O)c2ccc(F)cc2)cc1
  6.5%, -3.0%
> CCc1nnc(NC(=O)c2ccc(S(=O)(=O)N(CC(C)C)CC(C)C)cc2)o1
  -9.1%, 1.0%
> Cc1nc(P(=O)(c2ccccc2)c2ccccc2)c(N2CCOCC2)o1
  -5.5%&3.0%, -1.5%&-6.2%
> O=S(=O)(CC(O)COCc1ccc(Cl)cc1)c1ccccn1 (stereo not given)
  1.7%, -0.3%
> COc1cccc(-n2c(SC)nnc2-c2c[nH]c3ccccc23)c1
  -2.1%, 1.0%
> CCC1(C)CC(CC#N)(c2ccc(OC)cc2)CCO1 (stereo not given)
  2.3%, -0.4%
> O=C(COc1ncnc2ccccc12)NCCC1=CCCCC1
  -6.4%, 2.4%
> Cn1c(SCCCC(=O)c2ccc(Br)cc2)nnc1-c1ccncc1
  /, 3.5%
> COc1ccc(C2=NO[C@@H]3C(=O)N(c4ccc5c(c4)OCCO5)C(=O)[C@H]23)cc1OC
  2.9%, 0.4%
> Cc1ccc(NC(=O)C2CC(O)CN2C(=O)Oc2ccccc2)c(C)c1 (stereo not given)
  -5.2%, 2.5%
> C=CCCC(=O)Nc1ccc(Br)cn1
  3.0%, 2.5%
> CCc1nc(NCCc2ccccn2)c2nnn(Cc3ccccc3F)c2n1
  -11.7%, 1.7%
> CCOC(=O)c1c(NC(=O)c2cccs2)sc(C)c1CC
  -8.7%, -4.4%
> Cc1ccc(C(=O)CSc2nnc(COc3cc(C)cc(C)c3)o2)cc1
  -2.9%, 3.3%
> COc1ccc(OC)c(NC(=O)Cc2ccccc2OC)c1
  1.9%, 4.0%
> CCN1CCN(C(=O)C2CCN(S(=O)(=O)c3cccc4cccnc34)CC2)CC1
  0.1%, 0.2%
> COc1cc(NC(=O)c2cc(-c3cccs3)on2)cc(OC)c1OC
  -2.9%, -2.5%
> O=C(COc1ccc(F)cc1)NC(C(=O)O)C12CC3CC(CC(C3)C1)C2 (stereo not given)
  1.4%, -1.8%
> O=C(Nc1cccc(F)c1)c1cc2ccccc2oc1=O
  0.8%, -0.6%
> COc1ccc(S(=O)(=O)N(Cc2cc3ccc(OC)cc3[nH]c2=O)CC2COCCO2)cc1 (stereo not given)
  0.3%, -5.8%
> COc1cccc(Nc2nc(C)cc(C)c2C#N)c1
  /, 6.7%
> Cc1nn2c(=O)cc(CSc3nc4ccccc4[nH]3)nc2s1
  5.8%, -1.5%
> CCN(CC)S(=O)(=O)c1ccc(Oc2ccc(S(=O)(=O)N(CC)CC)cc2)cc1
  /, -6.1%
> CN(C)c1ccc(/C=N/N=C2/NC(=O)C(Cc3ccc(Cl)cc3Cl)S2)cc1 (stereo not given)
  0.8%, 4.3%
> Cc1cc(I)ccc1NC(=O)CCCOc1ccc(Cl)cc1Cl
  -1.1%, -0.2%
> CN(C)/C=N/c1ncnc2c1cnn2-c1ccc(C(F)(F)F)cn1
  -1.0%, 1.0%
> COc1ccccc1N1CCN(C(=O)c2cc3c(=O)n(C)c4ccccc4c3n2C)CC1
  -7.5%, -4.3%
> CC(C)CCn1c(SCC(=O)N2CC(=O)Nc3ccccc32)nc2scc(-c3cccs3)c2c1=O
  /, -0.5%
> COc1cc(NC(=O)c2cccc(C)c2)c(C(=O)O)cc1OC
  -1.3%, 0.2%
> O=C(/C=C/c1ccccc1)Nc1ccc(I)cc1Cl
  1.6%, /
> COc1ccccc1C1CC(=O)NC(SCC(=O)Nc2ccccc2)=C1C#N (stereo not given)
  -3.0%, -0.9%
> Cc1cccc(N2CCN(C(=O)Cn3sc4nc(C)cc(C)c4c3=O)CC2C)c1 (stereo not given)
  -1.9%, -7.6%
> COC(=O)CSc1[nH]c(=O)cc(C)c1C#N
  /, 2.6%
> Cc1occc1C(=O)NC(C)C1CCCO1 (stereo not given)
  -5.6%, 3.3%
> CCOc1ccc2c(c1)n(CO)c(=S)n2CO
  -0.2%, 6.6%
> O=C1N=c2ccccc2=C1c1sc(=S)n(-c2ccc(C(=O)O)cc2)c1O
  0.4%, 5.4%
> CC(=O)C(Sc1ccccc1[N+](=O)[O-])C(C)=O
  -1.3%, 3.3%
> CCOC(=O)CSc1nc2cc(OCC)ccc2cc1C#N
  -3.0%, -26.5%
> CC(C)N=C1SCC(C)(/C=N/O)S1 (stereo not given)
  -13.2%, 2.7%
> CC(C)Cn1cnc2c(=O)oc3ccccc3c21
  /, 4.0%

Remaining list, next part:
Every second line gives: MKP-3 inhibition, Hsp70 displacement
> COn1c(SC2CCCCC2)nc2ccccc2c1=O
  -12.0%, -2.3%
> C=CCNC(=O)c1ccccc1NC(=O)c1ccccc1
  -15.4%, 0.6%
> Cc1ccc(S(=O)(=O)c2n[nH]n3c2nc(=O)c2ccccc23)cc1
  6.2%, -3.7%
> COC(=O)c1ccccc1N(Cc1ccc(Cl)cc1)S(=O)(=O)c1ccc(C)cc1
  -3.4%, 0.3%
> Cc1[nH]nc2c1C1(CCC(c3ccccc3)CC1)C(C#N)=C(N)O2 (stereo not given)
  -7.9%, /
> CC1CCc2cc(F)cc3c(=O)c(C(=O)O)cn1c23 (stereo not given)
  -0.3%, 7.1%
> CCCCN1C[C@H](O)[C@@H](O)[C@H](O)[C@H]1CO
  8.3%, 0.6%
> COc1cc(C(=O)NC(NC(=S)Nc2cccc([N+](=O)[O-])c2)C(Cl)(Cl)Cl)cc(OC)c1OC (stereo not given)
  7.5%, 0.2%
> COc1cc(C2CC3CC2C(C)C3(C)C)ccc1O (stereo not given)
  0.7%, -1.4%
> CC(OC(=O)CNC(=O)C12CC3CC(CC(C3)C1)C2)C(=O)Nc1ncc(Cl)cc1Cl (stereo not given)
  /, 8.2%
> Cc1nn(-c2ccccc2)c2sc(C(=O)N/N=C/c3cc4c(cc3[N+](=O)[O-])OCO4)cc12
  0.8%, 1.8%
> Cc1cc(NC(=O)c2nn3c(c2Cl)NC(c2ccc(Br)cc2)CC3C(F)(F)F)no1 (stereo not given)
  -0.7%, -0.7%
> COc1ccc(-c2nc(C#N)c(N3CCc4ccccc4C3)o2)cc1OC
  /, 0.8%
> CCC(=O)NCC(=O)OCC(=O)c1ccccc1
  /, 8.2%
> O=C(Nc1ccccc1)c1ccccc1N=Cc1ccc(Cl)c([N+](=O)[O-])c1
  2.0%, -2.9%
> COc1ccc(CCNC(=O)C2CCCN(c3nn4c(=O)cc(C)nc4s3)C2)cc1OC (stereo not given)
  -8.6%, -1.1%
> O=C(CSC1=NCCS1)OCN1C(=O)c2ccccc2C1=O
  4.8%, -0.5%
> CCOC(=O)c1c(N)sc2c(OCC)c(Br)ccc12
  /, -3.7%
> CCc1c(O)nc(SCC(=O)NCc2ccco2)[nH]c1=O
  -9.1%, -1.4%
> Cc1ccc(Cc2cncc(O)c2)cc1S(=O)(=O)O
  1.3%, 4.0%
> COc1ccc(C(=O)N2CC(=O)N(CCc3ccccc3)C(=O)C2)cc1OC
  -4.7%, -0.7%
> O=c1[nH]c(=O)n(-c2ccccc2Cl)c(O)c1C=NCCCn1ccnc1
  -1.2%, -3.2%
> CC(=O)[C@H]1CC[C@H]2[C@@H]3CCC4=CC(=O)CC[C@]4(C)[C@H]3[C@H](O)C[C@]12C
  -3.0%, -3.8%
> COc1ccc(CC(=O)OCC(=O)Nc2ncc(Cl)cc2Cl)cc1
  -0.3%, 5.7%
> Cc1ccc(C2Nc3cccc4cccc(c34)N2)s1
  11.3%, -0.7%
> Cc1onc(-c2ccccc2Cl)c1C(=O)Nc1ccc(Cl)cc1F
  1.1%, -2.2%
> COc1cc(OC)cc(C(=O)N2CCN(C(=O)Cc3ccccc3)CC2)c1
  0.3%, 0.2%
> N#CCNC(=O)c1ccccc1[N+](=O)[O-]
  -1.0%, 0.7%
> COc1ccc(OC)c(NC(=O)c2cc(-c3cc(Cl)ccc3O)n[nH]2)c1
  5.7%, 7.0%
> Cc1ccc(-n2nc(C(=O)N3CCN(C)CC3)c3c4ccccc4n(C)c3c2=O)cc1
  -0.6%, 6.1%
> CNCC/C=C1/c2ccccc2CSc2ccccc21
  /, -4.4%
> O=C(CCNc1cccc(C(F)(F)F)c1)c1ccc([N+](=O)[O-])cc1
  7.7%, 5.0%
> COC(=O)c1ccc(CSc2nnc(Nc3ccc(OC)cc3)s2)o1
  /, 1.0%
> O=C(CN(Cc1ccco1)C(=O)Cn1nnc(-c2cccs2)n1)NCc1ccccc1
  -0.9%, 3.1%
> COC(=O)c1cnn(-c2ccc(C)c(C)c2)c1-n1cccc1
  -1.0%, 1.5%
> CCOC(=O)C(=CNc1ccccc1[N+](=O)[O-])C(=O)OCC
  -0.9%, 0.6%
> CCOc1c(OC)ccc2c3c(c(=O)oc12)CCCC3
  /, 1.0%
> C/C=C(\C)CN1CCN(c2ccc(C)cc2)CC1
  /, -5.4%
> O=C(NCCN1CCOCC1)c1cc(-c2ccccc2)on1
  -12.3%, 3.9%
> CCOC(=O)C1C(=O)CC(C)(O)C(C(=O)OCC)C1c1ccccc1OC (stereo not given)
  1.8%, -1.1%
> O=C(Nc1ccc(Br)cc1)C1CCCN1C(=O)OCc1ccccc1 (stereo not given)
  0.7%, -0.4%
> Cc1cc(N2CCCCC2)nc(SCC(=O)c2ccccc2)n1
  -1.0%, 4.6%
> CC(C)Oc1ccc(Cc2c(O)[nH]c(=S)[nH]c2=O)cc1
  0.3%, -0.8%
> CN(C)c1ccc(C(=O)N2CCN(Cc3ccccc3)CC2)cc1
  -3.2%, 1.3%
> O=C(CCc1ccccc1)Nc1cccc(Br)c1
  4.2%, -6.4%
> O=C1CSC2(C(=O)Nc3ccccc32)N1c1cccc(Br)c1 (stereo not given)
  3.4%, -1.6%
> CC(O)COc1ccc(/C(=N/O)c2ccccc2)cc1 (stereo not given)
  -1.4%, 5.0%
> COc1ccc(C(=O)COC(=O)CCn2nnc(-c3cccc(O)c3OC)n2)cc1
  0.4%, -0.5%
> COc1ccc(Nc2ccc([N+](=O)[O-])cc2C(=O)O)cc1
  4.8%, -0.7%
> CC1(C)Cc2c(C#N)c(SCC(=O)c3ccccc3)nc(N3CCOCC3)c2CO1
  7.6%, 2.6%
> NCCOc1ccccc1Cc1ccccc1
  /, 3.7%
> CCOC(=O)CSC1=C(C#N)C(c2ccc(Br)cc2)CC(=O)N1 (stereo not given)
  0.9%, -2.3%
> Cc1cc(C)nc(/N=C(\N)Nc2cc(Cl)cc(Cl)c2)n1
  2.4%, -4.6%
> CCOC(=O)c1cnc2c(C(F)(F)F)cccc2c1N1CCOCC1
  -6.0%, /
> CC(C)N1CC(C(=O)O)CC1=O (stereo not given)
  /, -2.4%
> O=C(CSc1nc2ccccc2o1)Nc1nc2c(s1)CCCC2
  1.1%&4.2%, -20.3%&1.9%
> CCOc1ccc(NC(=O)c2ccc(C(=O)c3ccccc3)cc2)c([N+](=O)[O-])c1
  1.4%, -3.2%
> Cc1csc2nc(CNS(=O)(=O)c3ccc4c(c3)CCCC4)cn12
  2.6%, 0.9%
> Cc1ccc(C)n1-c1ncn[nH]1
  4.8%, -7.0%
> Cc1ccccc1OCC(=O)N/N=C/c1ccco1
  /, 1.3%

Pulled one by one from the entries so far (5):
Every second line gives: MKP-3 inhibition, Hsp70 displacement
> COc1ccc(Nc2ccc([N+](=O)[O-])cc2C(=O)O)cc1
  4.8%, -0.7%
> C/C=C(\C)CN1CCN(c2ccc(C)cc2)CC1
  /, -5.4%
> Cc1csc2nc(CNS(=O)(=O)c3ccc4c(c3)CCCC4)cn12
  2.6%, 0.9%
> O=C(CN(Cc1ccco1)C(=O)Cn1nnc(-c2cccs2)n1)NCc1ccccc1
  -0.9%, 3.1%
> CNCC/C=C1/c2ccccc2CSc2ccccc21
  /, -4.4%
